Screening results (PubChem)
Gli-Sufu block – blocks Gli-Sufu signaling in a luciferase reporter; Sufu-KO-LIGHT fibroblasts, Gli luciferase reporter luminescence; inhibition, % at 5 µM; 0.74% of 340,000 active;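 active = inhibition above about 55%, limit read from the data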;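 also: 0% = DMSO-treated cells and 100% = wells with medium but no cells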
CCR6 antag – blocks CCL20-driven beta-arrestin recruitment at human CCR6; P51684; CHO-K1 CCR6 PathHunter beta-arrestin, luminescence, CCL20-stimulated; inhibition, % at 20 µM; 0.49% of 340,000 active; AID 493098;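 active = compounds whose inhibition of the agonist-driven luminescence signal at 20 µM reaches about 50%, limit read from the data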;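 also: cells stimulated with CCL20 at 14 nM final; plate controls were DMSO with CCL20 for no effect and DMSO without agonist for full effect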
697 NFkB inh – inhibitors of the PMA/ionomycin-induced NF-kB reporter in 697 B cells; AID 435022; 0.33% of 330,000 active; inhibition, % at 4 µM; 697 B-cell NF-kB luciferase reporter, 16 h; in the data active = inhibition above about 35%
SENP8 block – inhibitors of human SENP8 protease. Q96LD8. purified SENP8, Z-RLRGG-aminoluciferin cleavage, luminescence. inhibition, % at 10 µM. 1.2% of 330,000 active
Target sequence (Q96LD8 whole entry, looked up): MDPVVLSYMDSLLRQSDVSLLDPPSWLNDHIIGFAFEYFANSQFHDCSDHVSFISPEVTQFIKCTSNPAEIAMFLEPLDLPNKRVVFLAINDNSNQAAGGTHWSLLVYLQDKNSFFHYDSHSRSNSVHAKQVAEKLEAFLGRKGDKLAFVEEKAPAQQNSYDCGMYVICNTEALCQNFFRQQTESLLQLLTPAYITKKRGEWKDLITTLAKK
Apaf-1 inh – blocks human Apaf-1 apoptosome activity. inhibition, % at 20 µM. reconstituted apoptosome caspase-3 activity, DEVD-Rh110 fluorescence. AID 489030. O14727. 0.71% of 330,000 active; active = inhibition of at least 40% at 20 µM;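 also: plate controls were DMSO wells for no effect and DEVD-CHO caspase inhibitor wells for full effect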
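System: Apoptosome proteins | Medium: Hepes pH 7.5 with detergent and BSA | Also added: Cytochrome c trigger plus (Z-DEVD)2-Rh110 caspase-3 substrate | Incubation: 30 min compound preincubation, 50 min activation, room temperature | Detection: Rhodamine 110 fluorescence at Ex 480/Em 540 nm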
UBC13 polyUb – blocks human UBC13 polyubiquitin chain formation. TR-FRET. inhibition, % at 20 µM. 0.47% of 330,000 active; in the data active = inhibition above about 45%, passing the limit was not always enough
Target sequence (P61088 whole entry, looked up): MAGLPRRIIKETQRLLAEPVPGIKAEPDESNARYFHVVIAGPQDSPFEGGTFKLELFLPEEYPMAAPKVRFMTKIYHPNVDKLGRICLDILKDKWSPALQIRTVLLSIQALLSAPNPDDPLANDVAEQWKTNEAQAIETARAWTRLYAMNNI
Jurkat NFkB inh – inhibitors of the PMA/ionomycin-induced NF-kB reporter in Jurkat cells; PMA/ionomycin-induced NF-kB luciferase reporter, luminescence; inhibition, % at 4 µM; 0.53% of 330,000 active
EBI2 block – EBI2 (human) antagonism; P32249; EBI2 beta-arrestin recruitment, luminescence, 7a,25-OHC stimulated; inhibition, % at 5 µM; 0.81% of 360,000 active; in the data active = inhibition above about 38%;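 also: enzyme fragment complementation signal reports receptor beta-arrestin coupling in cells; 0% = agonist plus DMSO wells and 100% = wells without agonist; some results beyond the cut were filed as inactive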
Target sequence (P32249 whole entry, looked up, the tested form may be a part): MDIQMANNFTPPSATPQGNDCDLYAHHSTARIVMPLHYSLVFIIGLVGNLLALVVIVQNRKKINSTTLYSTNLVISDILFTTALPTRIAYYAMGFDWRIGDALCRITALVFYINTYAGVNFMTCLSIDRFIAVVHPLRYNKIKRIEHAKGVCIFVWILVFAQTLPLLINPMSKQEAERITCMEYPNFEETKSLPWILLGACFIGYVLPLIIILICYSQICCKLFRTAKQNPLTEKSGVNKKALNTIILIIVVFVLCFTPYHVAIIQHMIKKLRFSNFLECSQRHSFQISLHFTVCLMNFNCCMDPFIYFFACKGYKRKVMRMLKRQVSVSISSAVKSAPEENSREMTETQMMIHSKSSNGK
The depositor's hits bear a star; . = no result given. Rule as the data show it, unless noted: active = inhibition above about 50%; inactive = the rest.

molecule,Gli-Sufu block,CCR6 antag,697 NFkB inh,SENP8 block,Apaf-1 inh,UBC13 polyUb,Jurkat NFkB inh,EBI2 block
CCOc1cc(C(=O)N/N=C/c2ccsc2)cc(OCC)c1OCC,-5,9,-13,-10,5,-13,0,-1
CCOC(=O)Cc1csc(NC(=O)c2cccs2)n1,-35,-6,-28,1,-3,-2,-34,-6
Cc1nnc(NC(=O)c2csc3c2CCC(C)C3)s1 (stereo not given),-14,-16,-17,-9,12,-9,-41,-10
CC1CC(=O)N(CC(=O)NCc2ccc3c(c2)OCO3)c2ccccc2S1 (stereo not given),-20,3,9,-6,-4,11,8,-1
Cc1ccccc1NC(=O)c1sc(Cl)nc1-c1ccccc1,9,-1,31,-1,3,9,2,-4
Cc1ccc(CN2CCN(C3CCCC3)C(CCO)C2)s1 (stereo not given),9,-9,-12,2,-3,6,-4,-12
O=C1/C(=C/c2ccccc2)Oc2cc(OC(=O)N3CCOCC3)ccc21,-48,7,-63,-16,-1,-9,-62,-10
Cc1nc2ccc(F)cc2cc1C(=O)NCc1ccco1,11,-8,1,-1,0,5,-7,-8
O=C(CN(C(=O)c1csnn1)c1ccc(Cl)cc1)NC1CCCC1,-24,3,10,0,-3,0,-5,-8
Cc1cc(C)cc(NC(=O)N2CCC(c3nc4ccccc4o3)CC2)c1,8,2,-5,1,7,4,11,7
O=C(COC(=O)c1cc(Cl)ccc1O)NNC(=O)c1ccccc1F,6,14,7,-17,6,-6,-8,-11
Cc1ccc(C(C)C)c(OCCN)c1,4,1,4,-2,-4,6,8,7
N/C(=N\OC(=O)c1ccc(Cl)cc1)c1ccc(Cl)cc1,-71,-14,-96,-13,-9,-2,-103,-7
CCOc1ccccc1-c1nc2c(C(C)(C)C)nn(C)c2c(=O)[nH]1,.,.,17,4,-8,6,0,.
CC(C)NC(=S)N1CCn2c(nc3ccccc32)C1,1,5,-7,-8,-4,6,7,-9
COC(=O)c1ccccc1NC(=O)CCCCCn1nnc2ccccc2c1=O,1,9,14,-8,12,4,10,4
O=C(COC(=O)c1cccs1)Nc1ccc(F)c(F)c1,-7,-7,11,-3,-7,6,-9,3
COCCN(C(=O)COC(=O)C1(C)CC1(Cl)Cl)c1c(N)n(Cc2ccccc2)c(=O)[nH]c1=O (stereo not given),15,4,-15,-4,11,-5,-19,-3
CC(=O)Nc1ccc(-c2csc(NC(=O)C3CSC4(C)CCC(=O)N34)n2)cc1 (stereo not given),1,2,-1,-5,-3,-3,-21,7
CC1CCc2[nH]c3ccc(C(=O)NCCCOC(C)C)cc3c2C1 (stereo not given),3,12,5,-4,3,-18,-14,8
O=c1[nH]c(CN2CCN(S(=O)(=O)/C=C/c3ccccc3)CC2)nc2ccccc12,-28,12,8,3,11,7,1,46*
NNC(=O)CNS(=O)(=O)c1ccc([N+](=O)[O-])cc1,34,-3,18,-1,0,0,-6,-14
CC(C)=CCc1c2c(c3occ(-c4ccc(O)cc4)c(=O)c3c1O)C=CC(C)(C)O2,-3,22,-4,-6,10,16,-22,10
O=C(Cn1ncc2c1-c1ccccc1OC2)Nc1cccc(Cl)c1,4,-2,-1,3,13,17,12,-2
COc1ccc(S(=O)(=O)N2CCC(C(=O)N[C@@H](C)C(=O)NCc3cccc(OC)c3)CC2)cc1,3,-16,13,-10,-3,2,4,-5
CCCc1nc(SCC(=O)N2CCCc3ccccc32)c2c(=O)n(C)c(=O)n(C)c2n1,2,20,-14,6,34,9,-4,12
CC(C)Oc1cccc(C(=O)NC(=S)Nc2ccc(N3CCN(C)CC3)cc2)c1,14,22,-16,-2,20,5,4,9
CC1CCc2c(sc3ncn4c(SCC(=O)NCc5ccco5)nnc4c23)C1 (stereo not given),4,20,-12,5,4,2,7,8
Cc1nc(C(=O)NCCC(C)C)sc1C1(C)CC(c2ccccc2)=NO1 (stereo not given),9,16,6,-6,11,13,20,1
NS(=O)(=O)c1ccc(CNC(=O)c2scc3c2CCCC3)cc1,3,0,13,-5,-13,29,7,1
CC1=NN(C(=O)CCc2ccc3c(c2)OCO3)C(O)(C(F)(F)F)C1 (stereo not given),-8,2,3,0,-12,2,-5,-1
O=C(c1ccc(N2CCN(C3CC(=O)N(Cc4cccs4)C3=O)CC2)cc1)c1cccnc1 (stereo not given),1,-3,-18,-8,2,-1,-1,-3
CCc1nnc(NC(=O)CN2C(=O)CCC2=O)s1,-4,-13,11,1,-2,6,17,-12
COc1ccccc1C(=O)NNC(=S)NC(=O)c1cccs1,.,.,19,-6,-19,-8,1,3
O=S(=O)(NC1CCN(S(=O)(=O)c2ccc3c(c2)OCCO3)C1)c1c(F)cccc1F (stereo not given),-12,-6,3,0,0,-6,6,-4
CCN(CC)C(=O)C(Oc1ccc(S(=O)(=O)N2CCCC2)cc1[N+](=O)[O-])c1ccccc1 (stereo not given),-13,1,10,9,12,-2,9,0
O=C(Cc1ccccc1)NCC(=O)N1CCN(Cc2cccc(Cl)c2)CC1,3,6,-5,-10,6,-6,1,3
O=C(Cc1cccs1)NCc1ccc(F)cc1,-15,-9,-2,1,0,3,-26,-1
CCOc1ccc(NC(=O)CCS(=O)(=O)c2ccc3c(c2)CCCN3C(=O)CC)cc1,-12,13,-14,-6,10,-10,-12,8
CCN1CCN(S(=O)(=O)c2ccc(C(=O)Nc3ccccc3)cc2)CC1,-10,-7,12,-5,-5,8,1,4
Cc1c(NC(=S)N2CCN(c3cccc(Cl)c3)CC2)c(=O)n(-c2ccccc2)n1C,0,8,-49,-5,1,-12,-13,-1
O=C(c1cccs1)N(Cc1ccc(Cl)cc1)C1CCS(=O)(=O)C1 (stereo not given),-14,9,4,1,5,-2,-4,2
CCOC(=O)c1c(NC(=O)COC(=O)c2ccc(O)cc2)sc(C(=O)NC)c1C,2,5,4,0,-29,7,0,6
O=C1Nc2c(c(=O)[nH]c(=O)n2-c2ccccc2F)C(C(F)(F)F)(C(F)(F)F)N1,1,-3,-10,7,-3,6,0,-5
CC(C)Cc1nnc(NC(=O)c2ccc3c(=O)n4c(nc3c2)CCC4)s1,-40,9,-9,-6,-9,1,-3,-3
COc1cc(/C=C/c2nc3ccccc3c(=O)[nH]2)ccc1OC(F)F,-61,7,-93,-1,6,5,-99,8
CC(C)N1CCc2c(sc(NC(=O)c3ccc(C(=O)c4ccccc4)cc3)c2C(N)=O)C1,13,42,-12,-7,21,17,1,21
O=C1c2ccccc2C(=O)N1CCC(c1ccc(F)cc1)c1ccco1 (stereo not given),-14,11,33,-6,13,-4,-4,13
NS(=O)(=O)c1ccc(-c2ccc(/C=C3\SC(=S)N(C4CCS(=O)(=O)C4)C3=O)o2)cc1 (stereo not given),8,24,6,-3,5,-41,1,6
COc1cc(CNCC(O)c2ccccc2)ccc1OCc1ccc(Cl)nc1 (stereo not given),-7,13,5,0,-5,14,-10,-5

A draw from above in order of count of non-hydrogen atoms, rising.
molecule,Gli-Sufu block,CCR6 antag,697 NFkB inh,SENP8 block,Apaf-1 inh,UBC13 polyUb,Jurkat NFkB inh,EBI2 block
Cc1ccc(C(C)C)c(OCCN)c1,4,1,4,-2,-4,6,8,7
O=C(Cc1cccs1)NCc1ccc(F)cc1,-15,-9,-2,1,0,3,-26,-1
NNC(=O)CNS(=O)(=O)c1ccc([N+](=O)[O-])cc1,34,-3,18,-1,0,0,-6,-14
Cc1nnc(NC(=O)c2csc3c2CCC(C)C3)s1 (stereo not given),-14,-16,-17,-9,12,-9,-41,-10
Cc1ccccc1NC(=O)c1sc(Cl)nc1-c1ccccc1,9,-1,31,-1,3,9,2,-4
O=C(Cn1ncc2c1-c1ccccc1OC2)Nc1cccc(Cl)c1,4,-2,-1,3,13,17,12,-2
CCOc1cc(C(=O)N/N=C/c2ccsc2)cc(OCC)c1OCC,-5,9,-13,-10,5,-13,0,-1
Cc1nc(C(=O)NCCC(C)C)sc1C1(C)CC(c2ccccc2)=NO1 (stereo not given),9,16,6,-6,11,13,20,1
CC1CC(=O)N(CC(=O)NCc2ccc3c(c2)OCO3)c2ccccc2S1 (stereo not given),-20,3,9,-6,-4,11,8,-1
COC(=O)c1ccccc1NC(=O)CCCCCn1nnc2ccccc2c1=O,1,9,14,-8,12,4,10,4
NS(=O)(=O)c1ccc(-c2ccc(/C=C3\SC(=S)N(C4CCS(=O)(=O)C4)C3=O)o2)cc1 (stereo not given),8,24,6,-3,5,-41,1,6
CCCc1nc(SCC(=O)N2CCCc3ccccc32)c2c(=O)n(C)c(=O)n(C)c2n1,2,20,-14,6,34,9,-4,12
CCN(CC)C(=O)C(Oc1ccc(S(=O)(=O)N2CCCC2)cc1[N+](=O)[O-])c1ccccc1 (stereo not given),-13,1,10,9,12,-2,9,0
COCCN(C(=O)COC(=O)C1(C)CC1(Cl)Cl)c1c(N)n(Cc2ccccc2)c(=O)[nH]c1=O (stereo not given),15,4,-15,-4,11,-5,-19,-3

Following part.
molecule,Gli-Sufu block,CCR6 antag,697 NFkB inh,SENP8 block,Apaf-1 inh,UBC13 polyUb,Jurkat NFkB inh,EBI2 block
Cc1ccc(S(=O)(=O)CCC(=O)c2ccc(F)cc2)cc1,-15,27,8,1,-2,-5,-3,-3
COC(=O)c1ccc2c(c1)NC(=O)C(N1CCOCC1)S2 (stereo not given),-1,-11,6,1,-16,13,0,2
COc1ccc(-c2cc(C(=O)N3CCCCCC3)no2)cc1,-132,13,-154,38,7,5,-115,18
CCOC(=O)Nc1ccc(C(=O)Oc2ccccc2)c(O)c1,-6,11,13,21,4,0,-16,2
O=C(O)c1ccc(O)cc1O,18,1,18,-1,-21,-5,3,0
COc1cc(Cl)c(C)cc1NC(=O)CNC(=O)Cn1cnc2ccccc2c1=O,4,2,-4,3,-13,3,6,6
Cc1cccc(NC(=O)c2cccc(OC(=S)N3CCOCC3)c2)c1C,-17,8,6,-2,2,-7,-1,5
Clc1cccc(CSC2=NCCCN2)c1,-4,13,-51,3,3,-12,-12,.

A portion of the library; rates above refer to the full screens.
